Screens as filed in PubChem BioAssay.
PV pol inh – poliovirus RdRp elongation inhibitors, primary screen, biochemical, fluorescence polarization, total intensity; 150,000 tested, 0.66% active; % elongation, % (compound at 16.7 µg/mL); Genome polyprotein (Poliovirus type 1 (strain Mahoney)), P03300; poliovirus polymerase elongation; hits give low values; in the data active = % elongation below about 90%; note: some results filed as inactive read as strong as hits
Target sequence (P03300 1749-2209 limits assumed): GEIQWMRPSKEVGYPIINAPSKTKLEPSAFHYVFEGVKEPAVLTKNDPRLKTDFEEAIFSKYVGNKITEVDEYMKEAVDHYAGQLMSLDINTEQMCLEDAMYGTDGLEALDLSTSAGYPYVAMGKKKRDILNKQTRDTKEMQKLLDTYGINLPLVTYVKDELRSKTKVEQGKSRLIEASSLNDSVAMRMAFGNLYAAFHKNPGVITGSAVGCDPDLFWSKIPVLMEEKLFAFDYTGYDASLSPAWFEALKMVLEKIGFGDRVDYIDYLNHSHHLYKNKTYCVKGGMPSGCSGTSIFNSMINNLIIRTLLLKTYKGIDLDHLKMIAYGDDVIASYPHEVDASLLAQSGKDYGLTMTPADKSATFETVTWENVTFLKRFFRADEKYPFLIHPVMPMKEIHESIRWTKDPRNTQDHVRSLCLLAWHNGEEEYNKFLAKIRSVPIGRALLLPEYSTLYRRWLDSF
PV pol inh FP z-score – recorded beside PV pol inh, whose call it bears; z-score; measured here: FP z-score; hits read low
Active calls of the source: *. An excerpt. The share of hits here may be higher or lower than overall.

A first look:
item	mol	PV pol inh	PV pol inh FP z-score
1	O=C1/C(=C/c2cccc(Cl)c2)CC/C1=C\c1cccc(Cl)c1	101	0.1
2	CCOC(=O)C1CCN(c2ccc3nncn3n2)CC1	99	-0.5
3	Cc1nc2cccnc2n1C1CCN(S(C)(=O)=O)CC1	104	-0.5
4	CCCCC1CCC(C(=O)N2CC(C(N)=O)Oc3ccccc32)CC1 (stereo unspecified)	101	0
5	CCN(CC)c1ccc2cc(-c3csnn3)c(=O)oc2c1	90	-2.1

This part in full, from the first entry:
item	mol	PV pol inh	PV pol inh FP z-score
1	O=C1/C(=C/c2cccc(Cl)c2)CC/C1=C\c1cccc(Cl)c1	101	0.1
2	CCOC(=O)C1CCN(c2ccc3nncn3n2)CC1	99	-0.5
3	Cc1nc2cccnc2n1C1CCN(S(C)(=O)=O)CC1	104	-0.5
4	CCCCC1CCC(C(=O)N2CC(C(N)=O)Oc3ccccc32)CC1 (stereo unspecified)	101	0
5	CCN(CC)c1ccc2cc(-c3csnn3)c(=O)oc2c1	90	-2.1
6	CN(C(=O)COC(=O)c1ccc(C#N)cc1)c1ccccc1	101	0
7	CCc1ccccc1NS(=O)(=O)c1ccc2[nH]cc(C(=O)N(CC)Cc3ccccc3)c(=O)c2c1	104	-0.2
8	CC(C)(C)c1ccc(C(=O)N2CCN(c3cccc4[nH]ccc34)CC2)cc1	103	0.5
9	Cc1ccccc1CSCc1nnc(-c2ccccc2)o1	103	0.1
10	Oc1ccc2ccccc2c1C=Nc1ccccc1	114	2.5
11	CCOc1ccc(C(=O)NCCc2sc(-c3ccc(C)cc3)nc2C)cc1	108	0.2
12	O=c1c(=O)n(-c2ccccc2)ccn1Cc1cccc(C(F)(F)F)c1	108	0.3
13	CCCCNC(=O)CN1C(=O)c2cccnc2Sc2ccccc21	118	2.7
14	CC1Oc2ccccc2OC1(O)c1ccc(Br)cc1 (stereo unspecified)	101	-0.2
15	COc1cc(N(C(=O)c2ccco2)C(C(=O)NC2CCCC2)c2ccc(C)cc2)ccc1-n1cnnn1 (stereo unspecified)	100	-0.4
16	Cc1ccc(NC(=O)CC2Nc3cc(C)c(C)cc3NC2=O)c(C)c1 (stereo unspecified)	104	-0.4
17	CC1=CCC2C(=O)N(C(C)c3ccccc3)C(=O)C2C1 (stereo unspecified)	101	0.2
18	COC(CN(C)C(=O)c1ccc2c(c1)NC(=O)c1ccccc1S2)OC	103	0
19	CCN(CC)C(=S)SCc1cc(=O)n2ccsc2n1	99	-0.2
20	Cc1csc(-c2ccc(O)cc2)n1	101	-0.2
21	CCOc1ccc(NC(=O)CSc2nc3ccsc3c(=O)n2CCC(C)C)cc1	103	-0.7
22	CCC(C)(C)NC(=O)Cc1ccc(C)cc1	102	1
23	CC(=O)N1CC2c3ccccc3CCN2C1c1ccccc1 (stereo unspecified)	105	0.1
24	COc1ccc(C(=O)CCC(=O)Nc2ccc(OC)c(Cl)c2)cc1	115	1.7
25	CC(=O)c1ccc(NC(=O)COCc2cc(-c3ccco3)on2)cc1	112	1.1

Additional structures follow.
item	mol	PV pol inh	PV pol inh FP z-score
26	CC(C)OC(=O)CN1C(=O)C(C)(C)Oc2ccc(C(=O)Nc3ccccc3)cc21	103	0.3
27	COc1cccc(CNS(=O)(=O)c2cnc(N)nc2)c1	107	-0.2
28	CN(C)c1ccc(/C=C(\C#N)NC(=O)c2ccccc2)cc1	103	0
29	Cc1ccc(Cl)cc1Nc1nn2c(=O)c3ccc(C(=O)Nc4ccc(F)cc4)cc3nc2s1	110	0.4
30	CCCCCNC(=O)c1c[nH]c2ccc(S(=O)(=O)N3CCC(C)CC3)cc2c1=O	106	-0.4
31	Cc1nn(C(=O)c2cccc(F)c2)c(C)c1S(=O)(=O)N1CCOCC1	102	-1
32	CCCCn1c(=O)n(C)c(=O)c2ccc(-c3ccc(Cl)cc3)nc21	100	-0.1
33	c1cnc2cc(Oc3ccc4nccnc4c3)ccc2n1	103	0.2
34	COc1ccc(-n2c(=O)c3ccccc3n(Cc3ccccc3C)c2=O)c(OC)c1	103	-0.5
35	O=C(Cn1cnc2onc(-c3ccc(Cl)cc3)c2c1=O)NCCCN1CCCC1	101	0.2
36	CCC(CC)c1nnc(NC(=O)CCc2c(C)noc2C)s1	101	-0.1
37	Cc1cc(NC(=O)N2CCC(CN3CCCCCC3)CC2)ccc1Br	113	0.5
38	Cc1c(OCc2nnc(SCC(=O)Nc3nnc(C4CC4)s3)n2C)ccc2ccccc12	102	0.4
39	Cc1ccc(C(=O)Nc2ccc3[nH]c(=O)c(=O)[nH]c3c2)cc1	101	-1.1
40	Cc1ccc(CN2CCSc3ccc(C(=O)N4CCN(c5ccc(Cl)cc5)CC4)cc32)cc1	106	0.6
41	CCN(CC)C(=S)SC(=O)c1ccccc1Cl	102	-0.3
42	Cc1ccc(/C=C/C(=O)O)cc1	103	0.2
43	COc1cccc(-n2c(=O)c3c(C)c(C)sc3n(Cc3ccccc3C#N)c2=O)c1	102	-0.9
44	Cc1ccnc(NC(=O)CCc2nnc3ccc(NCc4ccc(F)cc4)nn23)c1	101	0
45	Cc1ccccc1Nc1nnc(SCC(=O)Nc2cc(C(C)C)no2)s1	111	0.3
46	CC1=C(C(=O)NCc2ccc(C)cc2)C2(CCCCC2)OC1=O	102	-1.2
47	CCOC(=O)C1CCN(C(=O)COC(=O)c2ccc(C)cc2)CC1	99	-0.4
48	Cc1ccc(CNC(=O)CSC2=Nc3ccccc3C3=NC(Cc4ccccc4)C(=O)N23)cc1 (stereo unspecified)	99	-0.8
49	O=c1c2ccccc2c(-c2ccccc2)nn1-c1ccccc1	101	0
50	COc1ccc(N2C(=O)CSC23C(=O)N(CC(=O)Nc2ccccc2F)c2ccccc23)cc1 (stereo unspecified)	101	-0.3

(next part)
item	mol	PV pol inh	PV pol inh FP z-score
51	CC(C)NC(=O)COc1ccc2c(c1)C(=O)CC(C)(C)O2	101	-0.2
52	COc1ccc(-c2cn3nc(SCC(=O)Nc4cc(C)cc(C)c4)ccc3n2)cc1	104	-0.9
53	CCOc1ccc(OCC(=O)NCCS(=O)(=O)N2CCN(c3ccccc3F)CC2)cc1	109	0.5
54	O=C(NC1CCN(c2nc(-c3ccccc3)cs2)CC1)c1cccs1	105	1.2
55	O=P1(c2ccccc2O)COc2ccccc2OC1	101	0.2
56	CCOc1cc2sc(N3CCC(C(=O)N(C)Cc4ccccc4)CC3)nc2cc1Br	103	-0.2
57	CC(=O)NCc1cc2c(cc1Br)OCO2	103	0.2
58	Fc1ccccc1OCCSc1nnc2c(n1)[nH]c1ccccc12	102	-0.1
59	O=C1NC(=S)N(Cc2ccco2)C(=O)/C1=C\c1cn(CC(=O)N2CCOCC2)c2ccccc12	91	-2.7
60	CCCCOc1ccc(CC(=O)O)cc1	102	0.3
61	CCc1ccc(CN2C(=O)c3ccccc3C2C(=O)NCCc2ccccc2)cc1 (stereo unspecified)	103	-0.1
62	O=C(C1CCCCC1)N1N=C2/C(=C/c3cccs3)CCCC2C1c1cccs1 (stereo unspecified)	100	-0.1
63	COC(=O)C1=C(C)N(C(C)C)C(=O)C1(NC(=O)c1ccccc1OC)C(F)(F)F (stereo unspecified)	108	0.8
64	CCc1ccccc1Oc1coc2cc(OC(=O)c3ccccc3F)ccc2c1=O	100	-0.5
65	O=C(COc1ccccc1F)Nc1ccc2nc(SCCOc3ccccc3)sc2c1	101	-1.3
66	Cc1ccc(CSc2nc3ccsc3c(=O)n2CCC(C)C)cc1	107	0.2
67	CC1CCN(C(=O)CN(c2ccc(Cl)c(C(F)(F)F)c2)S(=O)(=O)c2ccccc2)CC1	105	0.9
68	CCn1cc(C(=O)N2CCN(c3ccccc3F)CC2)c(=O)c2cc(S(=O)(=O)N(C)C)ccc21	108	0.8
69	CCOc1ccc(CNC(=O)c2ccc3oc(=O)n(Cc4ccccc4)c3c2)cc1	111	1
70	COc1cc(NS(=O)(=O)c2ccc(NC(=O)COc3ccc(Cl)cc3Cl)cc2)nc(OC)n1	107	0.9
71	CN1CCN(CC2CC=CCC2)CC1 (stereo unspecified)	106	0.1
72	N#Cc1c(Nc2ccccc2)sc2c(O)cc(=O)[nH]c12	104	0.8
73	COC(=O)NCN1C(=O)C2C3C=CC(C3)C2C1=O (stereo unspecified)	103	0.5
74	CC1CCN(C(=O)c2cc3c(s2)-c2ccc(Cl)cc2SC3)CC1	102	0.1
75	COc1ccc(OC)c(C2CC(=O)N(c3ccccc3)C3=C2C(=O)OC3)c1 (stereo unspecified)	103	0.2

Other structures:
item	mol	PV pol inh	PV pol inh FP z-score
76	Cc1cc(C)c(OCCOCCn2c(-c3ccc(Cl)cc3)nc3ccccc3c2=O)c(C)c1	105	-0.1
77	Cc1ccc(C2=C/C(=C3\OC(=O)c4ccccc43)C(=O)O2)cc1	109	0.7
78	NS(=O)(=O)c1ccc(NC(=O)OCC(F)(F)F)cc1	99	-0.4
79	Cc1c(C(=O)N2CCC3(CC2)OCCO3)sc2nc3n(c(=O)c12)CCCC3	103	0.8
80	O=C(NC1CCc2ccccc21)c1n[nH]c(=O)c2ccccc12 (stereo unspecified)	102	-0.2
81	CCSc1nc2c(c(=O)[nH]c(=O)n2C)n1CC(O)COc1ccc(Cl)cc1 (stereo unspecified)	101	-0.3
82	c1ccc(-c2csc(-c3ccc(-c4ccccn4)s3)n2)cc1	105	1.1
83	Cc1ccc(CNC(=O)C2C3C=CC4(CN(Cc5cccnc5)C(=O)C24)O3)cc1 (stereo unspecified)	99	-0.6
84	CCOC(=O)c1cc(-c2ccnn2C(=O)c2ccc(C)cc2)on1	100	-0.4
85	CCn1c(=O)c2cc(C(=O)NCCCN(C)Cc3ccccc3)sc2c2ccccc21	87	-1.7
86	CCc1cccc(C)c1NC(=O)C1CCN(S(=O)(=O)Cc2ccccc2)CC1	110	0.6
87	COc1ccc2c(c1)-c1nc(NC(=O)c3ccc(OC)c(Br)c3)sc1CC2	106	-0.1
88	CCN1C(=O)OC(C)(CCc2ccccc2)C1(C)O (stereo unspecified)	108	0.4
89	CCCc1c(C#N)c(N)[nH]c(=S)c1C#N	112	1.1
90	CC1CCCCC1NC(=O)CN1N=C(c2ccccc2)CCC1=O (stereo unspecified)	106	2.7
91	Cc1ccc(NC(=O)COC(=O)C2CCC(=O)N2)c(S(=O)(=O)N2CCOCC2)c1 (stereo unspecified)	109	0.9
92	Cc1cc(Br)cc(C)c1NC(=O)c1sc2ncn(Cc3cccc(F)c3)c(=O)c2c1C	104	0
93	COc1ccc2[nH]cc(CCNC(=O)NC34CC5CC(CC(C5)C3)C4)c2c1	101	-0.4
94	COc1cccc(CNC(=O)c2cccc(NC(=O)c3nsc4ccccc34)c2)c1	102	-1.2
95	Cc1ccc(-c2cc(C(=O)N(C)C3CCCCC3)no2)cc1	100	-0.4
96	O=C(CSc1cccc[n+]1[O-])N(CCc1ccccc1)Cc1ccccc1	102	0.5
97	CCc1ccc(-c2nnn(CC#N)n2)cc1	101	-0.1
98	Cc1ccc(NC(=O)C2CC=CCC2C(=O)N2CCCCC2)cc1 (stereo unspecified)	102	0.1
99	CCOc1ccc(C(=O)N2CC(=O)Nc3ccc(C)cc3C2c2ccc(F)cc2)cc1OCC (stereo unspecified)	105	0.1
100	O=C(CCS(=O)(=O)c1cc(Br)cc2c1N(C(=O)C1CC1)CC2)NC1CCCCCC1	102	0.1

Part of the list above in order of count of non-hydrogen atoms, high to low.
item	mol	PV pol inh	PV pol inh FP z-score
76	Cc1cc(C)c(OCCOCCn2c(-c3ccc(Cl)cc3)nc3ccccc3c2=O)c(C)c1	105	-0.1
85	CCn1c(=O)c2cc(C(=O)NCCCN(C)Cc3ccccc3)sc2c2ccccc21	87	-1.7
86	CCc1cccc(C)c1NC(=O)C1CCN(S(=O)(=O)Cc2ccccc2)CC1	110	0.6
79	Cc1c(C(=O)N2CCC3(CC2)OCCO3)sc2nc3n(c(=O)c12)CCCC3	103	0.8

(continued)
item	mol	PV pol inh	PV pol inh FP z-score
101	O=C(Nc1ccc(OC(F)(F)F)cc1)C1=NCCN1	108	0.7
102	CNCC(O)CN1CCN(c2ccccc2OC)CC1 (stereo unspecified)	101	-0.3
103	Cc1ccc(-c2cc(C(=O)N3CC(C)OC(C)C3)c3ccccc3n2)cc1 (stereo unspecified)	104	0.8
104	O=C1CC(c2cccs2)CC(O)=C1C=NCCN1CCNCC1 (stereo unspecified)	100	-0.4
105	COc1ccc(C2c3ccsc3CCN2S(=O)(=O)c2ccc(Cl)cc2)cc1 (stereo unspecified)	106	0.5
106	O=c1c(-c2ccccc2)c(O)nc2ccccn12	100	-0.6
107	C=C(C)c1cccc(C(C)(C)NC(=O)N(C)C2CCN(C)CC2)c1	103	0.4
108	Cc1onc(-c2ccccc2)c1C(=O)OCc1cc(=O)n2cc(Br)ccc2n1	99	-0.4
109	Cc1ccc(-c2cc(NC(=O)c3cccc(C)c3)on2)cc1	101	-1.1
110	CCCC(NC(=O)c1ccccc1)c1nc2ccccc2[nH]1 (stereo unspecified)	103	0.4
111	O=C(CN1CCN(c2ccccn2)CC1)NC(=O)NC1CCCCC1	100	-0.1
112	CN(Cc1ccccc1)C(=O)COC(=O)Cc1ccc(Cl)cc1	102	0.3
113	O=C(Oc1ccc2ccc(=O)oc2c1)c1cccs1	100	-0.1

As entered above.
Value for no. 112 in PV pol inh: 102
Value for no. 107 in PV pol inh FP z-score: 0.4
Value for no. 104 in PV pol inh: 100
Value for no. 110 in PV pol inh: 103
Value for no. 109 in PV pol inh FP z-score: -1.1
Value for no. 102 in PV pol inh FP z-score: -0.3
Value for no. 105 in PV pol inh FP z-score: 0.5
